# RAD54 branch = inhibitors of human RAD54 branch migration, primary screen, biochemical, fluorescence, single point; 0.14% of 360,000 active; DNA repair and recombination protein RAD54-like (Homo sapiens), Q92698; RAD54 Holliday junction branch migration, FAM/BHQ fluorescence; inhibition, % at 10.4 µM;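 active = mean normalized replicate activity at least 40 and at least half of replicates scoring 40 or more; inconclusive = only one of the two criteria met; inactive = mean below 40 and under half of replicates reaching 40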;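 note: 0% = median of neutral control wells and 100% = median of positive control wells; inhibitors cause a drop in the FAM fluorescence signal; in these data hits start at about 50%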
# E-sel inducer = E-selectin induction in HUVECs, primary screen, imaging, HUVEC, immunofluorescence imaging, single point; P16581; normalized: neutral wells 0, TNF-alpha wells 100; activation, % at 7.58 µM; 0.37% of 260,000 active; AID 686992, 2013;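 active = mean E-selectin-positive cell signal at least 10% of the positive control, reached in at least 60% of replicates, without over 20% cell loss; inconclusive = no rule given, readout overlaps actives, possibly toxicity-flagged; inactive = the rest, including those meeting only one limit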;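 note: in these data hits start at about 27%; measured in HUVEC primary endothelial cells; signal is the percent of cells scored E-selectin positive by PE staining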
#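 Test system: HUVEC; input: 3,000 HUVEC/well; measured by: immunofluorescence imaging; read-out: % PE-positive cells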
# ERp5 block = inhibitors of ERp5-driven insulin aggregation, primary screen, biochemical, turbidity, absorbance 650 nm, single point; Protein disulfide-isomerase A6 (Homo sapiens), Q15084; 0.05% of 350,000 active; inhibition, % at 9.99 µM; 90 min;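 active = mean replicate inhibition above about 25%, with every replicate also reaching it, limit read from the data, passing the limit was not always enough; inconclusive = only one of those two criteria met; inactive = neither criterion met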
# Target sequence (Q15084 whole entry, looked up): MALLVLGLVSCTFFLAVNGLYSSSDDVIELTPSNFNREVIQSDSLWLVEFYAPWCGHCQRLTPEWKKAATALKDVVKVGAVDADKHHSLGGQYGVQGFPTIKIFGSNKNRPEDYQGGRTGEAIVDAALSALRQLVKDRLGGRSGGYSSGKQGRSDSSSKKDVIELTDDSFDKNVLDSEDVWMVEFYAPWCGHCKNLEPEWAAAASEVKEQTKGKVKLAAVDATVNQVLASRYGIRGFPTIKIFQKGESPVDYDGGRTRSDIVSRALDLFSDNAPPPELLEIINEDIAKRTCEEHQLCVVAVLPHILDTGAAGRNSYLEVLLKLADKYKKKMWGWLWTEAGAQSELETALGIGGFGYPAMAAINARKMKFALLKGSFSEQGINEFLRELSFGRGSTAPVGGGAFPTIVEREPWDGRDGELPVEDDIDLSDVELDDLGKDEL
# RAD52 inh = RAD52 DNA annealing inhibitors, primary screen, biochemical, FRET, single point, set 2; inhibition, % at 18.7 µM; DNA repair protein RAD52 homolog (Homo sapiens), P43351; 0.46% of 360,000 active; recombinant RAD52 DNA annealing, FRET fluorescence;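 active = every replicate showing at least 50% inhibition; inconclusive = mean inhibition at least 50% but not in every replicate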
# Target sequence (P43351 whole entry, looked up): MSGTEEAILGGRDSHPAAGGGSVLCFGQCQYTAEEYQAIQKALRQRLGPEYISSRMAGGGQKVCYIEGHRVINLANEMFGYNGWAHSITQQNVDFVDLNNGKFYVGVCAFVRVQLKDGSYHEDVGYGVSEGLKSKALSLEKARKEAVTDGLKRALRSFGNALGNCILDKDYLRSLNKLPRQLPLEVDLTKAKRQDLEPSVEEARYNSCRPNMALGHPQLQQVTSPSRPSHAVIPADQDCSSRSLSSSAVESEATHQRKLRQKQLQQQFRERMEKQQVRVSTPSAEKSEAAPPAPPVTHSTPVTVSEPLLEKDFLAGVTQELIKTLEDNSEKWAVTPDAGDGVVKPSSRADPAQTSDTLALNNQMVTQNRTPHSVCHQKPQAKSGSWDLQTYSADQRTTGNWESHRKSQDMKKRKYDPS
# S100A4 inh HTS = inhibitors of S100A4-myosin IIA peptide binding, primary screen, biochemical, fluorescence polarization, TAMRA-MyoIIA peptide; inhibition, % at 10.7 µM; 0.14% of 360,000 active;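 active = mean inhibition of at least 70% across replicates, with every replicate also reaching that level; inconclusive = mean inhibition reaches 70% but some replicates fall short; inactive = mean inhibition below 70%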
# Target sequence (P26447 whole entry, looked up): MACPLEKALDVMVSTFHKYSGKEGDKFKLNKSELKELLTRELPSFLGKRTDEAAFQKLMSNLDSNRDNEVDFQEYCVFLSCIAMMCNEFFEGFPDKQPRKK
#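 incubation = readout 5 min after mixing, signal stable up to 60 min | system = S100A4 monomer protein | buffer or medium = HEPES pH 7.2 with CaCl2, KCl, NaCl, DTT, Triton | benchmarks = neutral control DMSO, positive control TFP | also added = fluorescent myosin IIA peptide, 5 nM | compound dosing = one concentration per compound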
# XiGFP reactiv = activators of inactive X chromosome reactivation, primary screen, imaging, XiGFP fibroblasts, GFP high-content imaging, set 2; 0.055% of 360,000 active; activation, % at 7.58 µM; XiGFP mouse fibroblasts, % GFP-positive cells imaging, 3 d; cells co-treated with 5-aza-dC sensitizer; scaled so ellipticine positive control = 100%;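 active = mean normalized replicate activation at least 10% and every replicate at or above 10%; inconclusive = only one of the two criteria met; inactive = mean below 10% and not all replicates reach 10%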;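 note: 0% = median of on-plate neutral control wells and 100% = ellipticine 6 µM median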
#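 System: XiGFP fibroblasts, SV40-immortalized. Medium: DMEM plus 5-aza-dC sensitizer. Doses: single point. Timing: 3 d treatment, 15 min room-temperature fixation. Control set: ellipticine 6 µM.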
# esBAF inh = Bmi1 luciferase reporter increase in mESCs, primary screen, esBAF inhibitor project, mouse ES cells, Bmi1 luciferase knock-in, single point | 24 h; 100% = twice the neutral-well signal | reporter increase, % at 12.5 µM | 2% of 350,000 active | AID 602393, 2012; in the data active = activation above about 40%; inconclusive = no clear call, values can overlap the other calls;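 note: 0% = median of the plate's neutral control wells and 100% = double that signal; a rise in the Bmi1 reporter signal indicates esBAF inhibition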
# ERAP1 HTS inh = human ERAP1 aminopeptidase inhibitors, primary screen, biochemical, single point, plate reader; recombinant ERAP1, Leu-AMC fluorescence, 60 min; inhibition, % at 10.7 µM; 0.15% of 340,000 active; AID 652197, 2013;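 active = mean replicate inhibition of at least 30%, or all replicates individually reaching that 30% level; inactive = mean below 30% and not every replicate reaching it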;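 note: 0% = neutral control wells and 100% = L-leucinethiol positive control wells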
# The depositor's hits bear a star; ? = inconclusive; · = not tested or not shown.
# Every second line gives: RAD52 inh	esBAF inh	E-sel inducer	XiGFP reactiv	RAD54 branch	ERAP1 HTS inh	S100A4 inh HTS	ERp5 block
CCN(CC)CCn1c(NS(=O)(=O)c2ccc(Cl)cc2)nc2ccccc21
    -7	-1	0.0	0.0	-3	-3	-5	-8
CO[C@H]1CN(C)C(=O)c2cc(NC(=O)c3ccno3)ccc2OC[C@@H](C)N(S(C)(=O)=O)C[C@@H]1C
    -83	·	0.2	0.1	·	-1	3	1
OC[C@@H]1[C@@H](c2ccc(C#Cc3ccccc3F)cc2)[C@H]2CN(Cc3cncnc3)CCCCN12
    35	6	-0.7	0.0	-3	-2	0	-2
O=C(NC1CCCC1)[C@@H]1[C@@H](CO)[C@@H]2Cn3c(ccc(C4=CCCC4)c3=O)[C@H]1N2C(=O)c1ccccc1
    -7	-5	0.0	0.0	1	-1	9	3
O=C(CN1C(=O)NC2(CCc3ccccc3C2)C1=O)Nc1ccc(Cl)cc1F (configuration not stated)
    -19	·	·	0.0	·	1	-3	-2
CCOc1ccccc1CNC(=O)CN1C(=O)CSc2ccc(S(=O)(=O)N3CCOCC3)cc21
    -10	4	3.7	0.1	4	-4	-2	5
CC(OC(=O)c1cc(S(=O)(=O)N(C)C)ccc1N1CCCC1)C(=O)NCc1ccccc1 (configuration not stated)
    -4	3	-0.3	-0.2	-18	0	-6	3
CNC(=O)Nc1ccc(Cn2cc(C(F)(F)F)ccc2=O)cc1
    -15	-7	0.6	0.1	·	-4	-1	-1
CN(C(=O)CN1CCN(c2ccccc2F)CC1)C1CCCc2ccccc21 (configuration not stated)
    -35	-8	·	0.1	-6	-1	1	4
CC(C)NS(=O)(=O)c1ccc(OCC(=O)NCc2cccnc2)cc1
    -10	-8	·	·	4	-1	-5	0
CC(=O)N1CCN(CCN2C(C)=CC(=C(C#N)C#N)C=C2C)CC1
    -19	-7	2.0	0.0	6	-2	-2	-3
CCC1(c2ccccc2)SCC(c2ccccc2)=NC1=O (configuration not stated)
    -18	0	-0.4	-0.1	4	3	1	-1
CNC(=O)COc1ccc(Nc2nnc(C)c3ccccc23)cc1
    -6	·	·	0.0	-6	·	8	1
CC(C)CCNC(=O)c1csc2c1CCCCC2
    -6	·	0.1	-0.1	·	-2	4	1
CC(C)Cn1c(N)c(C(=O)COC(=O)c2nccnc2N)c(=O)n(C)c1=O
    -92	3	-0.5	0.0	9	0	-9	7
CN1C[C@@H]2[C@H](c3ccccc31)[C@@H](CO)N2C(=O)c1ccccn1
    -15	1	0.3	0.2	8	1	1	-1
CCCCCC(=O)NNC(=S)NC(C)=O
    -27	·	1.3	0.3	·	-1	1	-7
CCOc1ccccc1NS(=O)(=O)c1c(C)[nH]c(C)c1C(=O)N1CCCCC1
    -3	-3	·	0.2	-2	-5	2	-9
CC(CNC1CCCCC1)OC(=O)c1ccccc1 (configuration not stated)
    -7	3	0.4	0.0	-20	-1	1	0
C[C@@H]1CCCCO[C@H](CN(C)Cc2ccc(Cl)c(Cl)c2)[C@@H](C)CN([C@H](C)CO)C(=O)c2cc(NS(=O)(=O)c3cccs3)ccc2O1
    7	2	0.1	0.1	4	-4	3	-5
C[C@H](CO)N1C[C@H](C)[C@H](CN(C)Cc2ccc(Oc3ccccc3)cc2)Oc2c(NC(=O)Nc3ccccc3)cccc2C1=O
    17	-2	0.3	0.5	7	-1	-12	-6
CC(=O)Nc1ccc(S(=O)(=O)Nc2cccc(NC(=O)c3ccco3)c2)cc1
    -14	-2	0.0	0.0	·	-1	-12	-1
CCOc1ccc(Oc2ccc(S(=O)(=O)N3CCOCC3)cc2NC(=O)C2=COCCO2)cc1
    -7	1	0.0	0.2	1	-3	-5	1
CCN(C(=O)COC(=O)c1cccc(S(=O)(=O)N(C)C)c1)c1c(N)n(Cc2ccccc2)c(=O)[nH]c1=O
    -7	-3	1.0	-0.1	9	0	2	·
CC(=O)c1ccc(OCc2cc(C(=O)NC(C)Cc3ccccn3)no2)cc1 (configuration not stated)
    -14	6	·	0.0	-16	2	1	2
CSc1cccc(NC(=O)CSc2ncccc2C(=O)Oc2cccc([N+](=O)[O-])c2)c1
    -1	·	-0.2	-0.1	·	4	-4	-6
CN(C)c1cc(NC(=O)CNC(C)(C)CC(C)(C)C)c2ccccc2n1
    17	·	·	0.1	·	4	-1	-1
O=C(COC(=O)c1ccc(S(=O)(=O)N2CCCC2)cc1)NCc1cccs1
    7	·	·	0.0	·	-4	8	2
CCOc1c(C)cc(S(=O)(=O)NCc2ccccn2)c(C)c1C
    -17	-7	·	0.1	3	-4	1	2
CCCCNC(=O)C1(N2C(=O)c3ccccc3C2=O)CCCC1
    -12	-1	0.9	0.3	-4	3	-1	-2

# Four of these compounds, reformatted.
canonical_smiles | RAD52 inh | esBAF inh | E-sel inducer | XiGFP reactiv | RAD54 branch | ERAP1 HTS inh | S100A4 inh HTS | ERp5 block
CNC(=O)COc1ccc(Nc2nnc(C)c3ccccc23)cc1 | -6 | · | · | 0.0 | -6 | · | 8 | 1
CC(C)CCNC(=O)c1csc2c1CCCCC2 | -6 | · | 0.1 | -0.1 | · | -2 | 4 | 1
CC(C)Cn1c(N)c(C(=O)COC(=O)c2nccnc2N)c(=O)n(C)c1=O | -92 | 3 | -0.5 | 0.0 | 9 | 0 | -9 | 7
CN1C[C@@H]2[C@H](c3ccccc31)[C@@H](CO)N2C(=O)c1ccccn1 | -15 | 1 | 0.3 | 0.2 | 8 | 1 | 1 | -1

# Next section:
# Every second line gives: RAD52 inh	esBAF inh	E-sel inducer	XiGFP reactiv	RAD54 branch	ERAP1 HTS inh	S100A4 inh HTS	ERp5 block
CC(C)c1ccc(C2c3[nH]c4ccccc4c3C[C@H]3C(=O)N(c4ccccc4C(=O)N4CCC(C(=O)O)CC4)C(=O)N23)cc1 (some centres not stated)
    -10	8	·	·	-1	3	-2	-4
C[C@H]1CN([C@@H](C)CO)C(=O)c2cccc(NC(=O)c3ccc(-c4nccs4)cc3)c2O[C@@H]1CN(C)S(=O)(=O)c1ccccc1
    -3	-3	-0.3	-0.4	0	-3	-5	-3
CN(N)c1nc(N2CCCC2)nc(N2CCCC2)n1
    5	·	0.0	0.0	·	-4	2	4
CCCNC(=O)Nc1ccc2c(c1)C(=O)N(C)C[C@H](OC)[C@@H](C)CN(C(=O)CC)[C@@H](C)CO2
    ·	-4	0.1	0.1	8	·	·	·
CCO[C@H]1OC(C(=O)O)=C[C@@H](C)[C@@H]1CCCO
    -18	11	-0.1	0.0	-1	1	1	4
COc1ccc(CC(=O)NNC(=O)c2cnccn2)cc1
    -6	-5	7.4	0.1	-13	-2	4	-3
CO[C@H]1CN(C)C(=O)c2cc(NC(=O)C3CC3)ccc2OC[C@@H](C)N(Cc2cccnc2)C[C@@H]1C
    3	-2	0.0	0.5	3	-1	15	6
O=S(=O)(NC1=NCCC1)c1ccc(F)cc1F
    -12	·	·	0.0	·	1	0	-12
C=CCCC(=O)N1C[C@H]2CON(C)[C@H]2C[C@H]1c1cccc(N2CCOCC2)c1
    -9	7	-1.7	0.0	3	7	0	3
N#Cc1ccccc1NC(=O)COC(=O)CCc1ccccc1
    -9	2	0.0	0.1	-2	2	-2	3
COc1ccccc1N1CCN(C2CCCN(Cc3ccc(Cl)cc3)C2)CC1 (configuration not stated)
    4	-2	·	0.0	0	1	-5	9
C[C@H](CO)N1C[C@H](C)[C@H](CN(C)C(=O)c2ccc(F)cc2)Oc2ncc(Br)cc2C1=O
    0	1	-0.3	-0.9	-2	1	0	-13
Cc1cc(SC(C)C(=O)Nc2ncc(Cl)cc2Cl)nc2ccccc12 (configuration not stated)
    7	·	0.6	-0.1	-4	-3	4	5
COc1ccc(NC(=O)COC(=O)c2cccn2C)cc1S(=O)(=O)N1CCCCC1
    -15	5	-0.5	1.3	0	1	-1	-4
CC(C)CN(CC(C)C)c1nnc(N)s1
    -8	-1	0.0	0.1	-5	-1	-45	-3
Cc1ccc(NC(=O)N2CCCC2C(=O)Nc2c(C)cc(C)cc2C)cc1 (configuration not stated)
    -4	7	2.1	0.0	5	0	3	0
Cc1c([N+](=O)[O-])c([N+](=O)[O-])nn1CC(=O)NCCc1ccccc1
    -6	·	-2.0	0.0	·	0	-2	1
Cc1ccc(-c2nc(NC(=O)CSc3cc(C)c4ccccc4n3)ns2)cc1
    -15	-1	0.2	0.2	-2	-1	-2	5
C[C@H](NC(=O)[C@H]1N2C(=O)c3ccccc3C2SC1(C)C)C(=O)N1CCC[C@H]1CO (some centres not stated)
    -4	-2	·	·	-10	-3	-12	?
CC(C)(C)OC(=O)N(Cc1ccccc1)Cc1ccccc1OCc1ccc(NC(=O)C2CCC2)cc1
    1	-5	-0.3	-0.1	13	-5	64	0
C/C=C/c1ccc2c(c1)O[C@@H](CN(C)C(=O)Cc1ccccn1)[C@@H](C)CN([C@@H](C)CO)S2(=O)=O
    9	-4	0.6	-0.8	-6	2	14	-1
COC(=O)Cc1ccc2sc(-c3ccccc3)nc2c1
    ·	39	-0.2	0.0	6	·	·	·
COc1ccc(/C=C(\NC(=O)c2ccccc2)C(=O)N/N=C/c2ccncc2)cc1
    -10	0	·	·	13	12	-11	3
CC(=O)Nc1ccc(N/C=C/C(=O)c2ccc(C)o2)cc1
    -27	19	·	·	-3	4	-9	10
C[C@H]1CN([C@@H](C)CO)C(=O)c2cc(C#Cc3cccnc3)cnc2O[C@@H]1CN(C)S(C)(=O)=O
    -19	0	0.0	-0.1	-2	-1	7	4
CSc1cc(C)c(OCC(=O)Nc2ccc(NC(C)=O)cc2)c(C)c1
    -14	·	·	0.1	·	-1	-2	6
C[C@@H]1CN([C@H](C)CO)C(=O)Cc2cc(NC(=O)Cc3ccccc3)ccc2O[C@@H]1CN(C)S(=O)(=O)c1ccc(F)cc1
    25	0	-0.1	3.1	1	0	13	-1
CC(=O)Nc1c(O)nc(SCC(=O)Nc2nnc(SCc3ccccc3)s2)[nH]c1=O
    -23	·	·	0.0	·	2	-5	6
NC(=O)C1CC(=O)N(c2ccc(OCC(=O)Nc3ccc(Cl)cc3)cc2)C1 (configuration not stated)
    -2	1	0.0	0.0	0	-3	-1	2
CCC(=O)Nc1ccc2c(c1)OC[C@@H](C)N(C(=O)c1cccnc1)C[C@H](C)[C@H](OC)CN(C)C2=O
    0	-4	-0.1	-0.1	1	-1	0	8
O=C(NCCC1CCCCN1S(=O)(=O)c1ccc(F)cc1)C(=O)NCc1cccnc1 (configuration not stated)
    -8	14	·	0.2	-1	1	-1	2
Cc1ccc([N+](=O)[O-])cc1S(=O)(=O)Nc1ccc(C(=O)NCC2CCCO2)cc1 (configuration not stated)
    -14	9	-2.7	-0.1	-9	-5	1	-3

# From PubChem
